Source: PubChem (Broad Institute)
RAD54 branch: inhibitors of human RAD54 branch migration; Q92698; RAD54 Holliday junction branch migration, FAM/BHQ fluorescence; inhibition, % at 10.4 µM; hit rate 0.14% among 360,000;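 active = mean normalized replicate activity at least 40 and at least half of replicates scoring 40 or more; inconclusive = only one of the two criteria met; inactive = mean below 40 and under half of replicates reaching 40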;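 note: 0% = median of neutral control wells and 100% = median of positive control wells; inhibitors cause a drop in the FAM fluorescence signal; in these data hits start at about 50%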
Target sequence (Q92698 whole entry, looked up): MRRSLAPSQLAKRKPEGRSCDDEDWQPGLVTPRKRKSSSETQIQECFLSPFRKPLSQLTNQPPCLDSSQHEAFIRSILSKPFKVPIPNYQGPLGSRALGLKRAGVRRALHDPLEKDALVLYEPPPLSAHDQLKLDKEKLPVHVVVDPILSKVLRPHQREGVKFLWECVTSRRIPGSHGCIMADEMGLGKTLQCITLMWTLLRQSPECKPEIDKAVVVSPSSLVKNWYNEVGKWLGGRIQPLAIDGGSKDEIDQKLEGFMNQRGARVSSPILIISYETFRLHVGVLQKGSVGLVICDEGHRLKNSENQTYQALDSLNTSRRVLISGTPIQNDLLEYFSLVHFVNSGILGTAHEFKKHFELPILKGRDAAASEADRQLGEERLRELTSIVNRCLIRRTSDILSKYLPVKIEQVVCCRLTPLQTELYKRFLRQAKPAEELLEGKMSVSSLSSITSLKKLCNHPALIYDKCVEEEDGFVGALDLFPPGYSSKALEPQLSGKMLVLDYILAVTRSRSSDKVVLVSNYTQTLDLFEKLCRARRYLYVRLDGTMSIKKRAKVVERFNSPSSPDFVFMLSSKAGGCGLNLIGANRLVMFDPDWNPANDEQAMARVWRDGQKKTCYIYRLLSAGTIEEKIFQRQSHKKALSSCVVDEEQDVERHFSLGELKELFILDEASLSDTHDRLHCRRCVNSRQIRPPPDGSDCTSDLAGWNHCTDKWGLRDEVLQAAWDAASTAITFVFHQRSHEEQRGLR
esBAF inh: blocks esBAF chromatin remodeling in mouse ES cells | Bmi1-luciferase knock-in reporter, 24 h; 100% = twice the neutral-well signal | reporter increase, % at 12.5 µM | hit rate 2% among 350,000 | AID 602393; in the data active = activation above about 40%; inconclusive = no clear call, values can overlap the other calls;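 note: 0% = median of the plate's neutral control wells and 100% = double that signal; a rise in the Bmi1 reporter signal indicates esBAF inhibition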
Numbers without * were called inactive; u = inconclusive. Only part of the results is shown. The share of hits here may be higher or lower than overall.

Every second line gives: RAD54 branch	esBAF inh
- CCCn1c2c(c(O)c(C(=O)Nc3nccs3)c1=O)CCCC2
  2	-14
- O=C(NNC1=C(C(=O)C(F)(F)F)CCC1)c1cccc(Cl)c1
  -8	11
- Cn1ccnc1SCC(=O)NC1CCCCC1
  4	-4
- O=C(c1ccccc1)c1ccc(OC(=O)N2CCOCC2)cc1
  2	39
- O=C1CCCc2c1cc(-c1ccccc1)n2-c1ccccc1
  -7	2
- Cc1cccc(-n2cnc3c(c2=O)c2nc4ccccc4nc2n3Cc2ccco2)c1
  -3	3
- CCOc1ccc2ccccc2c1C(=O)N1CCOCC1
  -7	-3
- CC(C)CC(=O)Nc1ccc(C(=O)NNC(=S)NC(=O)C2CCCCC2)cc1
  -4	-3
- COc1ccc(NC(=O)c2cc3n(n2)C(C(F)(F)F)CC(c2ccco2)N3)cc1 (centres undefined)
  6	12
- N#CCCN(C(=O)Nc1ccc(Cl)cc1)c1ccccc1
  -8	-5
- COc1ccc(S(=O)(=O)Nc2ccccc2C(F)(F)F)cc1
  -12	1
- CCOC(=O)C1CCN(c2c(NCCCN3CCN(Cc4ccccc4)CC3)c(=O)c2=O)CC1
  1	1
- CC1=Nn2c(nnc2-c2n[nH]c3c2CCC3)SC1
  1	-6
- O=c1c(-c2ccccc2)n[nH]c2ccccc12
  7	-4
- COc1ccccc1C1SCCN1S(C)(=O)=O (centres undefined)
  -2	5
- CCOc1ccc(N2C(=O)CC(Sc3nc4ccc(OCC)cc4s3)C2=O)cc1 (centres undefined)
  3	2
- CCOC(=O)c1nc(Nc2ccc(C)cc2)c2ccccc2n1
  1	10
- Nc1c(-c2ccccc2Cl)cnn1-c1cccc([N+](=O)[O-])c1
  0	34
- CCOC(=O)C1=C(N)N(c2ccccc2)C(=O)C1
  -15	-3
- CCOC(=O)N1CCN(S(=O)(=O)c2ccc3c(c2)OCC(=O)N3)CC1
  -7	0
- CN1CCN(c2oc(COc3ccc(-c4ccccc4)cc3)nc2C#N)CC1
  -1	-5
- N=C1C=CC=C2C1=NC1(CCCCC1)N2O
  -1	-8
- CC1=Nn2c(nc(-c3ccccc3)c2-c2ccccc2)N(CC(N)=O)C(=O)C1
  -2	-9
- O=C(CN1C(=O)C2C3C=CC(C3)C2C1=O)Nc1nc2ccccc2[nH]1 (centres undefined)
  -2	8
- COc1cc(C2c3c(oc4ccccc4c3=O)C(=O)N2Cc2ccco2)ccc1O (centres undefined)
  2	-2
- COC(=O)Cn1c(SCc2ccccc2)nc2ccccc21
  -3	49*
- COc1ccc(NC(=O)c2cccnc2N2CCCCC2)cc1
  -2	0
- COc1ccccc1C(=O)Nc1cccc(NC(C)=O)c1
  4	3
- CCOc1ccc(NC(=O)CN(C)S(=O)(=O)c2cccs2)cc1
  -1	54*
- CCOC(=O)N1CCOCCOCCN(C(=O)OCC)CCOCC1
  -8	-1
- O=c1c2c(nc3c(-c4cccc(Br)c4)c[nH]n13)CCCC2
  6	-10
- CCCN(Cc1cc2cc(C)ccc2[nH]c1=O)C(=O)c1cccc(OC)c1
  3	-10
- CCOCCCN1CN(S(=O)(=O)c2ccc(Cl)cc2)c2nc3ccccc3nc21
  0	28
- CCNc1nc(NCC)nc(Oc2ccc(OCC)nn2)n1
  -3	-3
- O=C1OCCC1Sc1nnc(-c2ccccc2)o1 (centres undefined)
  -1	-7
- CCN(CC)Cc1cc(C(C)=O)ccc1O
  -2	-7
- CC1(C(=O)Nc2ccc(Cl)c(Cl)c2)CCN1C(=O)Cc1ccc(-c2ccccc2)cc1 (centres undefined)
  0	-8
- O=C(Nc1cc(C(F)(F)F)ccc1N1CCOCC1)c1ccc(F)cc1
  -2	-18
- CCN(CC(=O)Nc1ccc2c(c1)OC(F)(F)O2)Cc1nc2ccccc2c(=O)[nH]1
  -2	8
- COc1cccc(NC(=O)COc2ncnc3sc(C)c(C)c23)c1
  1	-6
- CCOC(=O)Cn1c(=O)c2c(nc(Br)n2CC(=O)OCC)n(C)c1=O
  0	-5
- CC(Sc1nnc(COc2ccc([N+](=O)[O-])cc2)n1-c1ccccc1)C(=O)O (centres undefined)
  2	0
- CCc1c(C#N)c(SCCC(=O)Nc2ccc(F)cc2)nc2c1C(=O)CC(C)(C)C2
  -6	-9
- COc1ccc2[nH]c(=O)c(CN(CCN3CCCC3)C(=O)Nc3ccccc3Cl)cc2c1
  -1	-6
- Cc1cccc2c(SCC(=O)NCC3CCCO3)nc(-c3ccc(F)cc3)nc12 (centres undefined)
  0	-9
- CN1CCN(S(=O)(=O)c2cccc(S(=O)(=O)c3ccc(Cl)c(Cl)c3)c2)CC1
  -2	-10
- O=C(Nc1ccccc1)/C(=C/c1ccccc1)c1ccccc1
  -10	1
- CCOc1cc(S(=O)(=O)N2CCN(Cc3ccccc3)CC2)ccc1Br
  -7	-1
- CC(=O)Nc1cccc(NS(=O)(=O)Cc2ccc(Cl)cc2)c1
  -6	-5
- CCOC(=O)Cc1csc(NC(=O)CSc2nc3cccnc3n2CC)n1
  1	-3
- Cc1ccsc1C1C=C(c2cccc(Br)c2)Nc2ncnn21 (centres undefined)
  -33	-11
- COc1ccc(C)cc1NC(=O)NC1CCN(Cc2ccccc2)CC1
  -2	5
- COCC(C)n1c(C)cc(C(=O)COC(=O)c2oc3ccccc3c2C)c1C (centres undefined)
  1	-23
- O=C(O)c1ccc(NC(=O)C2(c3ccccc3)CCOCC2)cc1
  -3	-3
- CCn1c(Cc2cccc3ccccc23)nnc1SCC(=O)Nc1nccs1
  -1	8
- Cc1cccc(C)c1N1CCc2cn[nH]c21
  -17	-12
- COc1ccc(C2SCC(=O)N2C)cc1 (centres undefined)
  -2	-8
- CC(C)CC(c1nnnn1C(C)C)N1CCN(c2cccc(Cl)c2)CC1 (centres undefined)
  -1	2
- O=C(C1COc2ccccc2O1)N1CCc2ccccc2C1 (centres undefined)
  2	47*
- CC1(C)Cc2ccccc2-c2nc(CN3CCOCC3)[nH]c(=O)c21
  -11	-7

A portion from the list above:
Every second line gives: RAD54 branch	esBAF inh
- CN1CCN(S(=O)(=O)c2cccc(S(=O)(=O)c3ccc(Cl)c(Cl)c3)c2)CC1
  -2	-10
- O=C(Nc1ccccc1)/C(=C/c1ccccc1)c1ccccc1
  -10	1
- CCOc1cc(S(=O)(=O)N2CCN(Cc3ccccc3)CC2)ccc1Br
  -7	-1
- CC(=O)Nc1cccc(NS(=O)(=O)Cc2ccc(Cl)cc2)c1
  -6	-5
- CCOC(=O)Cc1csc(NC(=O)CSc2nc3cccnc3n2CC)n1
  1	-3
- Cc1ccsc1C1C=C(c2cccc(Br)c2)Nc2ncnn21 (centres undefined)
  -33	-11

Other compounds.
Every second line gives: RAD54 branch	esBAF inh
- Cc1cccc(NC(=O)c2sc3nc4c(c(-c5ccco5)c3c2N)CCC4)c1
  -6	1
- CCn1c(C(O)c2ccc(C)cc2)nc2ccccc21 (centres undefined)
  4	11
- Cc1csc(NC(=O)CSCC(=O)Nc2ccccc2)n1
  -1	5
- CCOC(=O)Cn1nnnc1CN(Cc1ccc(OC)cc1)Cc1cc2cc(C)cc(C)c2[nH]c1=O
  -3	-5
- COc1ccc2nc(C(F)(F)C(F)(F)F)c(C#N)c(N)c2c1
  -2	-9
- NC(=O)C1(N2CCCCC2)CCN(C2CC(=O)N(CCc3ccccc3)C2=O)CC1 (centres undefined)
  -15	2
- COc1ccc(NC(=O)CSc2nc3c(cc2C#N)CN(C)CC3)cc1
  -1	-8
- CCCc1nnc(SCc2ccc(C(=O)OC)o2)n1N
  12	-3
- O=c1c2ccccc2sn1-c1ccc(S(=O)(=O)N2CCCC2)cc1
  4	17
- Cc1cc(NC(=O)Nc2ccccc2)n(-c2ccccc2)n1
  -3	-4
- O=C(NS(=O)(=O)c1ccccc1)c1ccccc1F
  12	-4
- O=C(c1ccccc1)c1cccc(C(=O)c2ccccc2)c1
  -4	10
- CN(C)S(=O)(=O)c1cccc(C(=O)Nc2cc(Cl)ccc2O)c1
  1	u
- NC(=O)CCCc1nc(-c2ccccc2Cl)no1
  7	-11
- O=S1(=O)C=C(Sc2nnc(-c3ccccc3)o2)c2ccccc21
  -3	-79
- CCOC(=O)c1cnc2nc(Cc3ccccc3)[nH]n2c1=O
  -4	-11
- Clc1cccc(Cl)c1COn1nnc2ccccc21
  11	22
- Cc1cccc(-c2nnc(N)s2)c1
  -2	4
- CCCS(=O)(=O)N1CCC(C(=O)NC2CCCC(C)C2C)CC1 (centres undefined)
  -1	9
- CCCCNC(=O)CCn1nc(-c2ccccc2)ccc1=O
  3	-6
- COc1ccc(Cl)cc1C(=O)NC(=S)Nc1cc(-c2nc3ccccc3[nH]2)ccc1C
  -1	34
- C=CCn1c(COc2ccccc2)nnc1SCC(=O)NCC(=O)OCC
  5	-2
- CNC(=O)CN(C)S(=O)(=O)c1ccc(OC)c(Cl)c1
  11	-6
- CCN(CC)S(=O)(=O)c1ccc(-c2nnco2)cc1
  11	-1
- CCC(C)N1CCCCC1C(=O)Nc1c(C)cc(C)cc1C (centres undefined)
  -23	-5
- COc1ccc(OCC(=O)OCC(=O)Nc2ccc(S(=O)(=O)N3CCCCC3)cc2)cc1
  -4	-6
- CC1CC(C)CN(C(=O)Cn2c(SCC(=O)N3CCc4ccccc4C3)nc3ccccc32)C1 (centres undefined)
  -1	-4
- COc1ccc2c(c1)C(C)=CC(C)(C)N2C(=O)CN1C(=O)CCC1=O
  -3	-5
- CCOC(=O)c1c(C)[nH]c(C(=O)OC/C(O)=C(\C#N)c2nc3ccccc3[nH]2)c1C
  1	1
- Cc1ccc(S(=O)(=O)NCCC(=O)Nc2nnc(C)s2)cc1
  -3	2
- O=C(NCCC1=CCCCC1)c1cnsn1
  3	u
- O=C(c1ccco1)N1CCN(C(=O)c2ccc(Cn3cc(Br)cn3)o2)CC1
  -14	-11
- O=C(Nc1ccc(Cl)cc1)C1CC=CCC1C(=O)OCC(F)(F)C(F)F (centres undefined)
  2	-1
- Cn1c(SCC(=O)N2CCCc3ccccc32)nc2ccccc2c1=O
  2	-27
- O=C(CN1C(=O)c2ccccc2S1(=O)=O)c1ccccc1
  -8	-78
- COC(=O)c1cc2sc(Cl)cc2n1CC(=O)Nc1cccc(SC)c1
  1	9
- c1ccc(Nc2nc(-c3ccncc3)cs2)cc1
  -6	59*
- CN(C)c1nc(SCc2ccc(Cl)cc2)nc2c1CCCC2
  3	2
- Cc1ccc(OCc2nnc(SCC(=O)Nc3sc(C)c(C)c3C#N)n2C)cc1
  -16	19
- COc1ccc(NC(=O)CCC(=O)N/N=C/c2ccc([N+](=O)[O-])s2)cc1
  -6	-5
- CCCOC(=O)C1[C@H]2C(=O)N(C(C)c3ccc(OC)cc3)C[C@]23C=C[C@H]1O3 (some centres undefined)
  0	-6
- COc1ccc(C2c3ccc4ccccc4c3Oc3ncn(CCN4CCOCC4)c(=N)c32)cc1 (centres undefined)
  -10	8
- CCSCCC(NC1=CC(=O)CC(C)(C)C1)C(=O)O (centres undefined)
  -1	8
- CCOc1ccc(CCNC(=O)c2nnn(CC(=O)Nc3ccc(C)cc3)c2N)cc1OCC
  -9	-4
- Cc1ccc(N2C(=O)N3[C@H](c4ccc(F)cc4)[C@@H]4C(=O)N(C5CCCCC5)C(=O)[C@@H]4[C@]3(C)C2=O)cc1
  -9	-4
- CCS(=O)(=O)C1=NSC2=NC(=O)/C(=C\c3ccc(OS(=O)(=O)c4ccccc4)c(OC)c3)C(=N)N21
  -3	7
- COc1ccc(-c2nnc3n2-c2ccccc2SC3)cc1OC
  -1	-8
- COc1cccc(C(=O)Nc2c3c(nn2-c2cccc(C)c2C)CS(=O)C3)c1OC (centres undefined)
  -10	-2
- CSc1nc2nccc(-c3ccc(-c4ccccc4)cc3)n2n1
  -5	6
- CCN(CC)S(=O)(=O)c1ccc2oc(Nc3ccc4c(c3)OCCO4)nc2c1
  1	8
- C=CCN1C(=O)C(Cc2cccc(C)c2)SC1=Nc1ccc(C(=O)O)cc1 (centres undefined)
  2	-4
- N#Cc1ccccc1NC(=O)COC(=O)c1ccc2c(c1)OCCO2
  5	5
- COc1cccc(NC(=O)C(NCC2CCCCC2)c2ccccc2)c1 (centres undefined)
  -3	10
- CCOC(=O)CC1=C(C(=O)OCC)C(c2ccc(OC)cc2OC)C(C#N)=C(N)O1 (centres undefined)
  -13	-6
- CC(=O)N1CCN(Cc2nc3cc(NC(=O)c4ccccc4)ccc3n2C)CC1
  6	9
- Nc1cc(N)nc(SCCOc2ccccc2)n1
  0	38
- CCC(OC(=O)c1cc2sccc2n1C)C(=O)NCC1CCCO1 (centres undefined)
  7	-8
- C(=C\c1ccccc1)/C=N/Nc1nc(N2CCCCC2)nc(N2CCCCC2)n1
  -3	-7
- CCCC(=O)c1ccc(N2CCN(S(=O)(=O)c3ccccc3)CC2)c(F)c1
  0	8
- CCOC(=O)c1nnn(-c2nonc2N)c1-c1cccc2ccccc12
  2	5

Other results follow:
Every second line gives: RAD54 branch	esBAF inh
- CCOC(=O)c1ccc(NS(=O)(=O)N2CCCCCC2)cc1
  5	47*
- N#Cc1cc(-c2ccc(Cl)cc2)cnc1Sc1ccccc1
  -1	5
- COc1ccc(C(=O)Nc2nccs2)cc1OC
  11	u
- Clc1cc(Cl)cc(CSc2nnc(-c3sccc3-n3cccc3)o2)c1
  7	8
- Cc1ccc(NC(=O)c2cc(NC(=O)c3ccco3)ccc2N2CCCCC2)cc1
  -7	0
- Cc1cccc(NC(=O)CSc2nnc(-c3ccccc3Br)o2)c1C
  -10	-5
- Cc1ccc(Cl)cc1NC(=O)CCn1cccc1
  -8	-6
- CCCS(=O)(=O)N1CCCC(C(=O)NC2CCCC(C)C2C)C1 (centres undefined)
  -10	3
- O=C(O)C1CC=CCC1C(=O)Nc1cccc(F)c1 (centres undefined)
  -2	6
